# TbREL1 primary – TbREL1 RNA ligase inhibitors, primary screen, biochemical, FRET fluorescence | TbREL1 RNA ligation | inhibition, % at 9.66 µM | hit rate 0.49% among 89,000 | RNA-editing ligase 1, mitochondrial (Trypanosoma brucei brucei), P86926;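 active = inhibition above the mean inhibition across all screened compounds plus 3 SD, cut at about 11% in these data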;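 also: 0% = plate median of test wells and 100% = NSC42067 control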
# Target sequence (P86926 whole entry, looked up): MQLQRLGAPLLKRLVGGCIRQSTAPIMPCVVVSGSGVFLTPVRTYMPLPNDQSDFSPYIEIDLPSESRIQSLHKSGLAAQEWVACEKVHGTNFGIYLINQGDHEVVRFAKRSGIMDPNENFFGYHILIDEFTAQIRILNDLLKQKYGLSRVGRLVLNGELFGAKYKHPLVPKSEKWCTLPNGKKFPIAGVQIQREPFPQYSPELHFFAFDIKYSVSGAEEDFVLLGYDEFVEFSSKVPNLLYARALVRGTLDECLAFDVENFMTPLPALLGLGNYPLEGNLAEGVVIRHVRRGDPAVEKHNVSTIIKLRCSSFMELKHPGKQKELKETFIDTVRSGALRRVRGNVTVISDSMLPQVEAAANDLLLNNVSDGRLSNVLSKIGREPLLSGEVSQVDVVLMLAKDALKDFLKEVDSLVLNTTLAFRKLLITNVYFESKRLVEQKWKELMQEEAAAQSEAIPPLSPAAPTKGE
# * = called active by the depositor. A portion of the library, so the mix of outcomes need not match the whole.
Molecule	TbREL1 primary
O=C(NCCc1c[nH]c2ccccc12)OCc1cn(Cc2ccc(C(F)(F)F)cc2)nn1	2.4
COc1cc2ccccc2cc1C(=O)OCC(=O)N1CCOCC1	-0.6
CC(C)(C)C1CCC(C(=O)NNC(=O)c2ccncc2)CC1 (stereo not given)	1.2
O=C(Nc1ccccc1C(F)(F)F)OC1CC2CC1[C@H]1CCCCN1C2 (stereo not given in full)	5.5
CC1(C)Cc2c(sc3nc(SCC(=O)NCc4ccco4)n(-c4ccccc4)c(=O)c23)CS1	-0.7
CN1C2=N[C@@H](c3cccc(C(F)(F)F)c3)CC(=O)N2/C(=C\c2ccccc2)[C@H]1c1ccccc1	-2.9
CCOc1ccc(N(CC(=O)Nc2c(C)n(C)n(-c3ccccc3)c2=O)S(=O)(=O)c2ccc(C)c(C)c2)cc1	-1.8
Cc1nc(NC(=S)NC(=O)c2cncc(Br)c2)ccc1Br	-1.1
Cc1nc(SCc2ccccc2)c([N+](=O)[O-])[nH]1	-0.1
CCOc1ccccc1N=CC1=C(O)CC(c2ccccc2)CC1=O (stereo not given)	2.0
Cc1c(Br)ccc(NC(=O)COc2ccccc2C(N)=O)c1C	0.0
CCOc1ccc(OCc2ccc(C(=O)NN)o2)cc1	-2.3
COc1ccccc1/C=C/C=N/n1c(-c2ccccc2)n[nH]c1=S	0.3
CCOC(=O)C1Cn2c(nc3c(c2=O)C2(CCCC2)Cc2ccccc2-3)S1 (stereo not given)	-2.5
N#CCN1C(=S)N=C(Nc2cccc(Cl)c2)C12CCCCC2	0.1
CCN(CCNC(=O)C1CCN(S(=O)(=O)c2cccc3cccnc23)CC1)c1ccccc1	-8.6
CCC1C(C#N)=C(SC)NC2=C1C(=O)CC(C)(C)C2 (stereo not given)	-0.3
O=C(CN1C(=O)C2C3CC(C(Br)C3Br)C2C1=O)N1CCOCC1 (stereo not given)	-1.5
CCOC(=O)N1CCN(C(=O)C[C@H]2C[C@@]3(C(=O)OC)C(=C[C@H](COCc4ccccc4)O[C@@H]3C)N(Cc3ccccc3)C2=O)CC1	-1.5
CCC(=O)N1CCC(NC(=O)Nc2ccc(OC(F)(F)F)cc2)CC1	-0.1
CCOc1cc(/C=N/NC(=O)OC)ccc1OCCSc1ccc(Cl)cc1	0.6
Cc1ccc(NC(=O)CSc2ccc(-c3ccc(-n4cccn4)cc3)nn2)c(C)c1	-2.3
CCOc1ccc(-n2c(SC/C=C/c3ccccc3)nnc2-c2cccs2)cc1	0.1
Cc1ccc(S(=O)(=O)N2CC(=O)N3CCN(CCN)C3C2)cc1 (stereo not given)	0.0

# Among those listed so far, 13 have sulfur:
Molecule	TbREL1 primary
CC1(C)Cc2c(sc3nc(SCC(=O)NCc4ccco4)n(-c4ccccc4)c(=O)c23)CS1	-0.7
CCOc1ccc(N(CC(=O)Nc2c(C)n(C)n(-c3ccccc3)c2=O)S(=O)(=O)c2ccc(C)c(C)c2)cc1	-1.8
Cc1nc(NC(=S)NC(=O)c2cncc(Br)c2)ccc1Br	-1.1
Cc1nc(SCc2ccccc2)c([N+](=O)[O-])[nH]1	-0.1
COc1ccccc1/C=C/C=N/n1c(-c2ccccc2)n[nH]c1=S	0.3
CCOC(=O)C1Cn2c(nc3c(c2=O)C2(CCCC2)Cc2ccccc2-3)S1 (stereo not given)	-2.5
N#CCN1C(=S)N=C(Nc2cccc(Cl)c2)C12CCCCC2	0.1
CCN(CCNC(=O)C1CCN(S(=O)(=O)c2cccc3cccnc23)CC1)c1ccccc1	-8.6
CCC1C(C#N)=C(SC)NC2=C1C(=O)CC(C)(C)C2 (stereo not given)	-0.3
CCOc1cc(/C=N/NC(=O)OC)ccc1OCCSc1ccc(Cl)cc1	0.6
Cc1ccc(NC(=O)CSc2ccc(-c3ccc(-n4cccn4)cc3)nn2)c(C)c1	-2.3
CCOc1ccc(-n2c(SC/C=C/c3ccccc3)nnc2-c2cccs2)cc1	0.1
Cc1ccc(S(=O)(=O)N2CC(=O)N3CCN(CCN)C3C2)cc1 (stereo not given)	0.0

# Next entries
Molecule	TbREL1 primary
COc1ccc(N2CCN(C(=O)Cc3ccc(-n4c(=O)[nH]c5ccccc5c4=O)cc3)CC2)cc1	-5.6
Cc1cc(C)nc(Nc2n[nH]c(-c3ccccc3Br)n2)n1	2.2
COc1ccc(Nc2nc(N3CCCCC3)nc(N3CCCCC3)n2)c(OC)c1	0.9
O=C(OCCN1CCOCC1)c1cccs1	3.7
c1ccc(-c2nn(Cc3ncco3)c3ccccc23)cc1	-3.3
CCC(C)Sc1nc2c(cnn2-c2ccc(C)c(C)c2)c(=O)[nH]1 (stereo not given)	-1.0
Cc1ccc(C2=NOC(c3nnc(-c4ccccc4)o3)C2)cc1 (stereo not given)	1.5
COc1cccc(/C=N/NC(=O)c2cccc3ccccc23)c1	-3.4
CCN(CC)S(=O)(=O)c1cccc2cccnc12	-0.1
COC(=O)c1ccccc1NC(=O)CNCCc1ccc(OC)c(OC)c1	1.6
Cc1c(C)n(C(=O)CN2CCN(c3ccccc3)CC2)c2ccccc12	-3.0
c1cc2c(cc1-n1cnnn1)OCO2	-1.6
O=C(CSCc1c(Cl)cccc1Cl)Nc1ccc2c(c1)OCCO2	-0.1
C[C@@H]1COC(=O)[C@H](CC(=O)OC(C)(C)C)C/C=C\C[C@@H](CC(=O)NCCO)C(=O)N1	-1.7
CCOc1ccc(N2CC(C(=O)Nc3ccc(S(=O)(=O)NCC4CCCO4)cc3)CC2=O)cc1 (stereo not given)	-2.8
COCCOC(=O)c1c(NC(=O)CNc2ccc(C)c(F)c2)sc(C(N)=O)c1C	0.0
Clc1ccc(Cn2ncc3c(NCc4ccco4)ncnc32)c(Cl)c1	-0.9
Cc1ccc(NC(=O)c2ccccc2Cl)c(Cl)c1	-2.1
COc1ccccc1OCC(=O)Nc1ncc(C)s1	5.1
O=C(O)c1n[nH]c2c1CCCC2	0.5
Cc1cccc(C)c1OC1(c2ccccc2)OC(=O)c2ccccc21 (stereo not given)	0.7
CCCCN1CCN(C(=O)c2cn(C(C)c3ccccc3)nn2)CC1 (stereo not given)	-2.1
O=C(NCc1cccnc1)c1csc([C@@H]2C[C@H](O)[C@@H](CO)O2)n1	1.9
COc1ccccc1Cc1c(-c2ccc(F)cc2)nc2c(C)cc(Br)cn12	-2.7

# Reformatted with each value named: 2 of the compounds above
Compound: COc1ccccc1OCC(=O)Nc1ncc(C)s1
- TbREL1 primary = 5.1

Compound: Cc1cccc(C)c1OC1(c2ccccc2)OC(=O)c2ccccc21 (stereo not given)
- TbREL1 primary = 0.7

# Going on with the list:
Molecule	TbREL1 primary
Cc1cccc(C)c1NC(=O)CN(C)C(=O)c1ccccc1OCc1ccc(F)cc1	2.4
CCOc1ccc2[nH]c(=S)[nH]c2c1	-2.6
Cc1ccc(NC(=O)c2ncn(CCCNCc3ccccn3)n2)cc1C	-0.1
COc1ccc(/C(C)=N/OCC(=O)N=Nc2c(O)[nH]c3ccccc23)cc1	2.7
COc1ccc(NC(=O)C2=CC(c3ccco3)=NS(=O)(=O)N2C)cc1	1.4
Cc1cc(N2CCCC2=O)cc(C)c1S(N)(=O)=O	0.0
CCn1cc(C(=O)Nc2ccc(Oc3cccnc3)cc2)c2ccccc21	1.4
Clc1cccc(OCCOCCN2CCNCC2)c1Cl	3.4

# (further entries)
structure	TbREL1 primary
CCN(CC)c1ccc(N2C(=NC(=O)C3CC3)SC3CS(=O)(=O)CC32)cc1 (stereo not given)	-6.4
Cc1sc(NC(=O)C2CC=CCC2C(=O)O)c(C(=O)OC(C)C)c1C (stereo not given)	1.4
Cc1ccc(C)c(NC(=O)Nn2cnnc2)c1	4.0
CNc1c(NS(=O)(=O)c2ccc(Cl)cc2)c(=O)oc2ccccc12	-1.4
COc1cc(/C=N/NC(=O)c2cnccn2)ccc1O	5.3
Cc1ccnc(N2CCC(C(=O)Nc3ccc4c(c3)OCO4)CC2)n1	7.8
Fc1ccccc1-c1n[nH]c(=S)n1N=Cc1cccc(OCc2ccccc2)c1	-1.5
C[C@@H](NC(=O)[C@@H]1Cc2ccccc2CN1C(=O)OC(C)(C)C)C(=O)NC1CCCCC1	-0.4
CC(NC(=O)c1ccc(S(C)(=O)=O)cc1)c1cccc2ccccc12 (stereo not given)	-1.4
COc1ccc(C(=O)n2cnc(N)n2)cc1	1.9
CC(=O)Nc1cc[n+](CC(=O)c2ccc(Cl)cc2)cc1	-2.9
CCC1Nc2ncnc(N3CCN(c4ccccc4)CC3)c2N(Cc2ccc(C)cc2)C1=O (stereo not given)	-2.2
COC(=O)c1ccc2c(C)c(C3(O)CCCCC3)[nH]c2c1	-2.1
COC(=O)[C@]12C[C@H](CC(=O)NCc3ccc(OC)c(OC)c3)C(=O)N(CCc3ccc(OC)c(OC)c3)C1=C[C@H](C1CCCC1)O[C@@H]2C	-1.7
COc1ccc(NC(=S)N(CCN2CCOCC2)C2CCN(C(C)=O)CC2)cc1Cl	-4.7
O=C(Nc1ccc(-c2csc(Nc3cccc(C(F)(F)F)c3)n2)cc1)c1ccccc1	1.0
Nc1cc(C(=O)O)ccc1N1CCCCCC1	0.0
COC(=O)Nc1ccc(S(=O)(=O)N2CCCC(C(=O)N3CC(C)OC(C)C3)C2)cc1 (stereo not given)	-0.9
O=C(COC(=O)/C=C/c1ccco1)NC1CCCCC1	0.1
COc1ccc(C(CNC(=O)C(C)(C)Oc2ccc(Cl)cc2)N2CCCCC2)cc1 (stereo not given)	-4.0
O=C1CN(C(=O)COC(=O)CCC(=O)c2ccc(Cl)cc2)c2ccccc2N1	-0.4
CC(NC(=O)c1ccccc1NS(=O)(=O)c1ccc(CCC(=O)O)cc1)c1ccccc1 (stereo not given)	1.2
Cc1c(NC(=O)/C(C#N)=C/c2ccc(-c3cccc(Cl)c3)o2)c(=O)n(-c2ccccc2)n1C	-3.5
N=c1ncn(CC(O)CO)c2nc(N3CCOCC3)[nH]c12 (stereo not given)	-2.5
O=C(c1n[nH]c(=O)c2ccccc12)N1CCN(c2ccc(F)cc2)CC1	-2.2
CC(C)COC(=O)N1CCCC1C(=O)Nc1nccs1 (stereo not given)	-3.1
COC(=O)CNC(c1ccccc1)c1cc(Br)ccc1NC(=O)OCc1ccccc1 (stereo not given)	2.9
O=C(Cn1ccc([N+](=O)[O-])n1)Nc1ccccn1	-0.1
Cc1ccsc1/C=N/Nc1nc(=O)[nH]nc1C	3.6
CC(C)n1nnnc1C1c2ccccc2C(=O)N1CCCn1ccnc1 (stereo not given)	0.7
Cc1ncc([N+](=O)[O-])n1Cc1cccc2ccccc12	-0.1
CCCCn1c(=O)[nH]c(=O)c2c1nc(-c1ccncc1)n2CCOC	-0.2
O=C(c1ccc(Cl)c(S(=O)(=O)N2CCCC2)c1)N1CCN(c2ccccc2)CC1	-2.5
COc1ccc(S(=O)(=O)N2CCOCC2)cc1NC(=O)c1ccc(S(=O)(=O)N2CCCCC2)cc1	-3.5
C=CCNc1cccc2c1S(=O)(=O)N[C@@H](CC(C)C)CO2	-1.3
NC(=O)C1CCN(C(=O)/C=C/c2cccc(Br)c2)CC1	1.7
CC1(C)CC(=O)C2=C(C1)OC(N)=C(C#N)C21CCN(C(=O)OCc2ccccc2)CC1	-3.0
Cc1ccc(OCC(=O)Nc2nnc(S(=O)(=O)N3CCCCCC3)s2)cc1C	-1.0
CC(C)CC1NC(C(=O)O)Cc2c1[nH]c1ccccc21 (stereo not given)	-5.0
Cc1ccc(CNC(=O)c2ccc(N3CCC4(CC3)CC(c3cccc(Br)c3)=NO4)c(NC(=O)c3cccc(C)c3)c2)cc1	3.7
COC(=O)[C@]12CCCCC=C1N(Cc1ccc(Cl)cc1Cl)C(=O)[C@H](CC(=O)N1CCCCC1)C2	-0.7
CCOC(=O)N1CCN(C(=O)CSc2nc3c(c(=O)n2-c2ccccc2OC)SCC3)CC1	0.2
O=C(Nc1cc(-c2ccccc2)nn1C1CCCCC1)c1ccc(Cl)cc1	3.5
C[C@H](CO)N1C[C@H](C)[C@@H](CN(C)Cc2ccncc2)Oc2c(NS(=O)(=O)c3ccccc3)cccc2C1=O	2.1
CCOC(=O)c1cccc(NC(=O)CCS(=O)(=O)c2cccc3nsnc23)c1	-2.4
O=S(CC(O)COCc1ccc(Cl)cc1)c1ccccn1 (stereo not given)	3.7
CCC(O)CNC(=O)CCc1nnc(C2(c3ccc(Cl)cc3)CCC2)o1 (stereo not given)	-5.0
CCCn1c(=O)c(F)cn(Cc2ccc(OC)c([N+](=O)[O-])c2)c1=O	-1.2
Cc1c2c(cc3c1[nH]c1ccccc13)C=NCC2	4.7
NC(=O)c1ccc(NC(=O)CCc2nc3sc4c(c3c(=O)[nH]2)CCCC4)cc1	-0.9
O=C(Nc1ccccc1)c1nn(-c2ccccc2)c(=O)cc1C(F)(F)F	-0.5
CCOC(=O)C1CCN(C(=O)COC(=O)CSc2ccc(C(N)=O)cc2[N+](=O)[O-])CC1	-1.0
Cc1ccc(-c2nc(NCC3CCCO3)sc2C)cc1 (stereo not given)	-6.3
CC1CCCN(S(=O)(=O)c2ccc(NC(=O)CN3C(=O)NC(C)(c4ccccc4)C3=O)cc2)C1 (stereo not given)	-2.6
CCOC(=O)c1ccc(NC(=O)NCc2ccccn2)cc1	-0.6
O=C(N/N=C/c1cn[nH]c1-c1ccccc1)c1ccco1	3.9
CCCCN1CC(=O)N2[C@H](c3ccc(Cl)cc3)[C@@H]3C(=O)N(CC)C(=O)[C@@H]3[C@]2(Cc2ccccc2)C1=O	-1.6
CC(C)COC(=O)C1C2C=CC3(CN(C(C)c4ccc(Br)cc4)C(=O)C13)O2 (stereo not given)	-0.1
COc1cc2cnc(-c3ccccc3)c(-c3cccc(C(F)(F)F)c3)c2cc1OC	1.4
O=C(OCC(=O)N1CCCC1)c1cc(F)c(F)cc1Cl	2.2

# New compounds follow.
structure	TbREL1 primary
COc1ccc(NC(=O)CSc2nc3ccccc3c(=O)[nH]2)cc1S(N)(=O)=O	0.9
CCOc1ccc(NS(=O)(=O)c2c(C)nc3sc(CC)nn3c2=O)cc1	3.5
COC(=O)c1cc2ccsc2n1CC(=O)N(C)C1CCCCC1	-1.2
COc1ccccc1NS(=O)(=O)c1cc([N+](=O)[O-])ccc1N/N=C/c1c(C)[nH]c2ccccc12	-1.9
O=C(O)CN1C(=O)S/C(=C\c2cccnc2)C1=O	0.3
CN1CCC(N(C)C(=O)c2cc(-c3ccc(F)cc3)nc3ccccc23)CC1	6.9

# From PubChem BioAssay
